IDE exosite FP: displaces the probe from the exo-site of human IDE; purified IDE, FL-6b probe fluorescence polarization; hits give low values; z-score at 20 µM; hit rate 6.3% among 17,000;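 active = z-score of -3 or lower, meaning strong loss of probe binding signal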;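 also: His-tagged human IDE residues 42-1019 made in E. coli with 30 nM FL-6b probe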
Target sequence (P14735 42-1019 limits assumed): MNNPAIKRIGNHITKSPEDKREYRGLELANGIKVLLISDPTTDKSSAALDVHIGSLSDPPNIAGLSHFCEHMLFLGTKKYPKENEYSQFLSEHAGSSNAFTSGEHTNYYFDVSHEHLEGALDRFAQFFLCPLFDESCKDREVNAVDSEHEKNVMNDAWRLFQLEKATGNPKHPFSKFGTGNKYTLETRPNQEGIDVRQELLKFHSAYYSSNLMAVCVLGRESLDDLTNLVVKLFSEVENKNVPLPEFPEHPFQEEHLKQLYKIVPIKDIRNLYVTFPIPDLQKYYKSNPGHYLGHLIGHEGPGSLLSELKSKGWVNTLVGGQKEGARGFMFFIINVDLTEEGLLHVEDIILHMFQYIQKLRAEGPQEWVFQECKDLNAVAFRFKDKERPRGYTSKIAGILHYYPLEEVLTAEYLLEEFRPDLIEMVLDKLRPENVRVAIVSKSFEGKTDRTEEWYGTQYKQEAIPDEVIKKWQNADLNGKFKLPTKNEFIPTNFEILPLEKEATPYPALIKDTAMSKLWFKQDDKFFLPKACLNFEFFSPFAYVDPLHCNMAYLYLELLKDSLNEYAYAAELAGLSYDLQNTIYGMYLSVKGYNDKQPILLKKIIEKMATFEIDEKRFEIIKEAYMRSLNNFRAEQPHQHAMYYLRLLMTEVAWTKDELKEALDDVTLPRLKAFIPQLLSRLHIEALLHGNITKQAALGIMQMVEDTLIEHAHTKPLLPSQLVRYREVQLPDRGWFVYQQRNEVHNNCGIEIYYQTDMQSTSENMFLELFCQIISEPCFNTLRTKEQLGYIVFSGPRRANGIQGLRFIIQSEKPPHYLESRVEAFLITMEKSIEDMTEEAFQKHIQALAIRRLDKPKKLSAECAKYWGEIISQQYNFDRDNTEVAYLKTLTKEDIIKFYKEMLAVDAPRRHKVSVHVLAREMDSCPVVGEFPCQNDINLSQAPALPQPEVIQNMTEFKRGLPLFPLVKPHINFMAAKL
* = called active by the depositor; & = joins results of further samples. Not all compounds are listed. The share of hits here may be higher or lower than overall.

SMILES	IDE exosite FP
COCC(=O)N1C[C@H](C)[C@H](OC)CN(C)C(=O)c2ccc(NC(=O)Nc3cccc(F)c3)cc2OC[C@@H]1C	0.21
OC[C@H]1[C@H](c2ccc(C#Cc3ccccc3)cc2)[C@@H]2CN(Cc3cncnc3)CCCCN12	-4.5*
CCCNC(=O)N1[C@H](CO)[C@H](c2ccc(-c3ccccc3)cc2)[C@@H]1CNC(C)=O	4.3
C[C@H](CO)N1C[C@H](C)[C@H](CN(C)C(=O)NC2CCCCC2)Oc2ncc(-c3cccc(F)c3)cc2C1=O	0.85
O=C(C1CCOCC1)N1CC2(C1)[C@H](c1ccccc1)[C@H](CO)N2Cc1ccccc1F	1.6
COCC#Cc1ccc([C@@H]2[C@H](CO)N3C(=O)CN(C(=O)Nc4ccc(F)cc4)C[C@@H]23)cc1	2.1
CO[C@H]1CC[C@@H]2CCN(C)C(=O)[C@@H](C)CN(C)C(=O)c3cc(C#N)ccc3OC[C@H]1O2	1
O=S(=O)(c1ccccc1)N1CCCCN2[C@@H](CO)[C@H](c3ccc(C#Cc4cccnc4)cc3)[C@@H]2C1	-1.5
COc1ccccc1NC(=O)N1CC(=O)N2[C@H](C1)[C@@H](c1ccc(C#CC3CC3)cc1)[C@@H]2CO	1.2
Cc1cccc(S(=O)(=O)N2CCCCN3[C@@H](CO)[C@H](c4ccc(C#CC(C)C)cc4)[C@@H]3C2)c1	4.3
CNC(=O)C[C@H]1CC[C@@H]2[C@@H](COc3ccc(NS(=O)(=O)c4ccc(F)cc4)cc3C(=O)N2C)O1	0.09
CC(=O)NC[C@H]1[C@@H](c2ccc(-c3ccccc3)cc2)[C@H](CO)N1C(=O)C1CCC1	1.9
OC[C@@H]1[C@H](c2ccc(-c3ccccc3F)cc2)[C@@H]2CN(Cc3cncnc3)CCCCN12	-1.6
CCCNC(=O)N1CC(=O)N2[C@H](CO)[C@H](c3ccc(-c4ccc(C)cc4)cc3)[C@@H]2C1	-1.4
O=C1C[C@@H](c2ccccc2)C(=O)N[C@H](c2ccc3c(c2)OCO3)C/C=C\C[C@@H](c2ccc(F)cc2)N1	1.4
O=C(Cc1ccccn1)N1CC(=O)N2[C@H](CO)[C@@H](c3ccc(C#CCC4CCCC4)cc3)[C@H]2C1	-1.4
CCS(=O)(=O)N1CCCCN2[C@H](CO)[C@H](c3ccc(-c4ccc(C(=O)N(C)C)cc4)cc3)[C@@H]2C1	-1.2
O=C(C[C@@H]1CC[C@@H]2NC[C@@H](O)COC[C@H]2O1)NCCN1CCCCC1	-0.78
Cc1noc(C)c1S(=O)(=O)Nc1cccc2c1O[C@H](CN(C)Cc1ccc(C(F)(F)F)cc1)[C@H](C)CN([C@H](C)CO)C2=O	1.8
O=C(C1CCOCC1)N1CC(=O)N2[C@H](C1)[C@@H](c1ccc(C#CC3CCCCC3)cc1)[C@@H]2CO	-0.17
CC(=O)NC[C@H]1[C@H](c2ccc(-c3cccc(F)c3)cc2)[C@H](CO)N1C(C)=O	-0.8
OC[C@H]1[C@@H](c2ccc(C#CC3(O)CCCC3)cc2)[C@@H]2CN(Cc3cncnc3)CCCCN12	-0.084
C[C@@H]1CCCCO[C@@H](CN(C)C(=O)Nc2ccc3c(c2)OCO3)[C@H](C)CN([C@@H](C)CO)C(=O)c2cc(NS(=O)(=O)c3ccc(F)cc3)ccc2O1	0.72
O=C(NC1CCCC1)N1[C@@H]2CNC[C@H]1C2c1ccc(-c2cccnc2)cc1 (stereo partly drawn)	-0.49&0.88
CCS(=O)(=O)N1CCCCN2[C@@H](CO)[C@H](c3ccc(C#CC(C)(C)O)cc3)[C@@H]2C1	0.89
CCC(=O)N1CC(=O)N2[C@H](CO)[C@H](c3ccc(C#Cc4cccc(OC)c4)cc3)[C@H]2C1	-9.8*
CC(C)NC(=O)N1CC[C@@H]2[C@H]1c1cc(-c3ccc(F)cc3)ccc1N(C)[C@H]2CO	-0.061
OC[C@H]1Nc2ccc(-c3cccc(F)c3)cc2[C@@H]2[C@H]1CCN2Cc1ccc(F)cc1	1.3
CC(=O)N(C)C[C@H]1[C@@H](c2ccc(-c3cccc(C#N)c3)cc2)[C@@H](CO)N1C(C)=O	0.89
C[C@H]1CN([C@@H](C)CO)S(=O)(=O)c2ccc(C#Cc3ccccc3F)cc2O[C@H]1CN(C)C(=O)Cc1cccnc1	0.17
CCC(=O)N1[C@@H](CO)[C@@H](c2ccccc2)[C@@H]1CN(CC)C(=O)c1ccc(F)cc1	0.97
CN(C)C(=O)c1cccc(-c2ccc([C@H]3[C@@H](CO)N4CCCCN(CCC(F)(F)F)C[C@@H]34)cc2)c1	1.9
Cc1ccc(S(=O)(=O)N(C)C[C@@H]2OCCCC[C@H](C)Oc3ccc(NC(=O)c4ccncc4)cc3C(=O)N([C@@H](C)CO)C[C@H]2C)cc1	1.7
COc1ccc2c3c(n(C)c2c1)[C@H](CO)N(S(C)(=O)=O)CC31CN(CC2CCOCC2)C1	0.058
O=C(C1CCOCC1)N1CC(=O)N2[C@H](CO)[C@H](c3ccc(C#CC4CCCCC4)cc3)[C@@H]2C1	-0.41
CO[C@H](CN(C)C(=O)C1CCOCC1)[C@H](C)CN(C(=O)Nc1ccc(C(F)(F)F)cc1)[C@@H](C)CO	-0.56
COc1ccc2c3c([nH]c2c1)[C@@H](CO)N(S(C)(=O)=O)CC31CCN(C(=O)Nc2ccccc2)CC1	0.18
CCCC#Cc1ccc([C@@H]2[C@@H](CO)N3CCCCN(CC4CC4)C[C@@H]23)cc1	-0.65
N#C[C@@H]1[C@H](c2ccccc2)[C@@H](CO)N1C(=O)Nc1cccc(F)c1	-0.63
COCC#Cc1ccc([C@H]2[C@@H](CO)N3C(=O)CN(C(=O)CN4CCOCC4)C[C@@H]23)cc1	0.45
COc1ccccc1-c1ccc2c(c1)[C@H]1[C@H](CCN1S(=O)(=O)c1ccc(C)cc1)[C@@H](CO)N2	2.3
COc1ccc(C#Cc2ccc([C@@H]3[C@H]4CN(C(C)=O)CC(=O)N4[C@H]3CO)cc2)cc1	2.8
O=C(c1ccc(F)cc1)N1CCCCN2[C@@H](CO)[C@@H](c3ccc(-c4ccccc4)cc3)[C@@H]2C1	0.83
O=C(C[C@@H]1CC[C@H]2NC[C@H](O)COC[C@@H]2O1)Nc1ccc(-c2ccccc2)cc1	-2.1
N#C[C@H]1[C@@H](c2ccccc2-c2ccccc2F)[C@@H](CO)N1C(=O)C1CCOCC1	1.4
COCC(=O)N1CC(=O)N2[C@H](CO)[C@H](c3ccc(-c4ccccc4F)cc3)[C@@H]2C1	-2.3
CN1C(=O)c2cc(NC(=O)c3cccc(Cl)c3)ccc2OC[C@@H]2O[C@@H](CC(=O)NC3CCCCC3)CC[C@H]21	-2.9
O=C(c1ccccn1)N1CC(=O)N2[C@H](CO)[C@H](c3ccc(C#CC4CCCC4)cc3)[C@H]2C1	3.3
O=S(=O)(c1cccc(Cl)c1)N1[C@@H]2CNC[C@H]1C2c1ccc(-c2cccnc2)cc1 (stereo partly drawn)	-1.6&0.29
COc1cccc(NC(=O)N2CC(=O)N3[C@@H](CO)[C@H](c4ccc(C#CCC5CCCC5)cc4)[C@@H]3C2)c1	-0.016
COc1ccc2c3c(n(C)c2c1)[C@@H](CO)N(C(C)=O)CC31CCN(Cc2ccccc2OC)CC1	-0.48
CCC(=O)N(C)C[C@H]1[C@H](c2ccc(C3=CCCCC3)cc2)[C@@H](CO)N1C(C)=O	3.4
O=C(c1ccc2c(c1)OCO2)N1CCCCN2[C@H](C1)[C@@H](c1ccc(-c3ccccc3)cc1)[C@@H]2CO	0.76
CCC(=O)N1C[C@@H](C)[C@@H](OC)CN(C)C(=O)c2cc(NC(=O)Nc3ccc(Cl)cc3)ccc2OC[C@@H]1C	0.051
O=C(c1cccnc1)N1CC(=O)N2[C@@H](CO)[C@H](c3ccc(C#CCC4CCCC4)cc3)[C@@H]2C1	2
CCCNC(=O)Nc1ccc2c(c1)C(=O)N(C)C[C@@H](OC)[C@@H](C)CN(C)[C@@H](C)CO2	0.67
CO[C@@H]1CN(C)C(=O)c2ccc(NC(C)=O)cc2OC[C@@H](C)N(C(=O)c2cnccn2)C[C@@H]1C	1
CO[C@@H]1CN(C)C(=O)c2ccc(NC(=O)c3cc(C)on3)cc2OC[C@@H](C)N(S(=O)(=O)c2cccc(F)c2)C[C@H]1C	1.9
C[C@H]1CN([C@@H](C)CO)C(=O)CCCn2cc(nn2)CO[C@H]1CN(C)C(=O)NC1CCCCC1	0.073
O=C(C[C@@H]1C=C[C@@H](NC(=O)CCN2CCCCC2)[C@H](CO)O1)Nc1nccs1	1.3

The list goes on (5 carried over from the part before).
SMILES	IDE exosite FP
CCCNC(=O)Nc1ccc2c(c1)C(=O)N(C)C[C@@H](OC)[C@@H](C)CN(C)[C@@H](C)CO2	0.67
CO[C@@H]1CN(C)C(=O)c2ccc(NC(C)=O)cc2OC[C@@H](C)N(C(=O)c2cnccn2)C[C@@H]1C	1
CO[C@@H]1CN(C)C(=O)c2ccc(NC(=O)c3cc(C)on3)cc2OC[C@@H](C)N(S(=O)(=O)c2cccc(F)c2)C[C@H]1C	1.9
C[C@H]1CN([C@@H](C)CO)C(=O)CCCn2cc(nn2)CO[C@H]1CN(C)C(=O)NC1CCCCC1	0.073
O=C(C[C@@H]1C=C[C@@H](NC(=O)CCN2CCCCC2)[C@H](CO)O1)Nc1nccs1	1.3
C[C@@H]1CN([C@H](C)CO)C(=O)c2ccccc2-c2ccccc2CO[C@H]1CN(C)C(=O)[C@H](Cc1ccccc1)N(C)C	-0.45
COc1ccc2c3c([nH]c2c1)[C@H](CO)NCC31CN(C(=O)Nc2ccc3c(c2)OCO3)C1	1.5
CN(C)C(=O)c1ccc(-c2ccc([C@H]3[C@@H](C#N)N(S(C)(=O)=O)[C@H]3CO)cc2)cc1	-0.78
COc1ccccc1C(=O)Nc1ccc2c(c1)C(=O)N(C)C[C@@H](OC)[C@@H](C)CN(C(C)=O)[C@@H](C)CO2	1.3
COc1ccc2c3c(n(C)c2c1)[C@H](CO)N(CC1CC1)CC31CN(C(=O)Nc2ccc(F)cc2F)C1	0.82
CN(C)CC#Cc1ccc([C@@H]2[C@@H](CO)N3C(=O)CN(C(=O)Cc4ccccc4)C[C@@H]23)cc1	0.6
COCC(=O)Nc1ccc2c(c1)C(=O)N(C)C[C@@H](OC)[C@@H](C)CN(C(=O)c1ccncc1)[C@H](C)CO2	0.75
CO[C@H](CN(C)C(=O)C1CCOCC1)[C@H](C)CN([C@@H](C)CO)S(=O)(=O)c1ccccc1	-0.47
CO[C@@H]1CN(C)C(=O)c2cc(NS(C)(=O)=O)ccc2OC[C@@H](C)N(C(=O)C2CCOCC2)C[C@@H]1C	0.088
C[C@@H]1CN([C@H](C)CO)C(=O)c2ccccc2-c2ccccc2CO[C@@H]1CN(C)C(=O)CCC(F)(F)F	-0.0079
CNC[C@H]1Oc2ccc(NS(=O)(=O)c3ccc(OC)cc3)cc2C(=O)N([C@H](C)CO)C[C@H]1C	0.39
O=C(Nc1ccccc1)N1CCCCN2[C@@H](CO)[C@H](c3ccc(-c4ccccc4F)cc3)[C@@H]2C1	4.3
C/C=C/c1ccccc1[C@H]1[C@@H](CO)N(C(=O)NC2CCCCC2)[C@H]1C#N	1.1
O=C1CNC[C@H]2[C@H](c3ccc(C4=CCCC4)cc3)[C@@H](CO)N12	1.2
O=C(Nc1ccc2c(c1)[C@H]1C[C@H](CC(=O)N3CCOCC3)O[C@@H](CO)[C@H]1O2)Nc1ccccc1F	0.72
COCC(=O)N(C[C@H]1N[C@H](CO)[C@H]1c1ccc(C2=CCCCC2)cc1)C(C)C	3.5
O=C(Nc1ccccc1)N1CC(=O)N2[C@@H](CO)[C@H](c3ccc(C#Cc4cccnc4)cc3)[C@@H]2C1	0.25
COCC(=O)N1[C@H](C#N)[C@@H](c2ccccc2-c2cccc(F)c2)[C@H]1CO	2.9
O=C(C[C@H]1C=C[C@H](NS(=O)(=O)c2ccc(F)cc2)[C@@H](CO)O1)N1CCc2ccccc2C1	1.1
C[C@@H]1CN([C@@H](C)CO)C(=O)c2ccccc2-c2ccccc2CO[C@@H]1CN(C)S(=O)(=O)c1cccc(C#N)c1	0.23
COc1ccccc1CN1[C@@H]2c3cccc(=O)n3C[C@H]1[C@H](CO)[C@H]2C(=O)N1CCc2ccccc2C1	0.64
COc1ccc(C#Cc2ccc([C@@H]3[C@H](CO)N4CCCCN(C(=O)Nc5ccccc5)C[C@@H]34)cc2)cc1	4
CCCC#Cc1ccc([C@H]2[C@@H](CO)N(C(=O)NC(C)C)[C@@H]2CNC(C)=O)cc1	-0.16
C[C@H](NC(=O)C[C@@H]1C=C[C@@H](NS(=O)(=O)c2cccc(F)c2)[C@H](CO)O1)c1ccccc1	1.7
O=C(c1ccccn1)N1C[C@@H]2[C@H](c3ccccc31)[C@H](CO)N2C(=O)C1CCCCC1	2.1
CCCC#Cc1ccc([C@@H]2[C@@H](CO)N3CCCCN(CC4CCOCC4)C[C@H]23)cc1	0.69
O=C(Nc1cc(F)ccc1F)N1CCCCN2[C@H](CO)[C@H](c3ccc(C4=CCCCC4)cc3)[C@H]2C1	0.76
C[C@@H]1CN([C@@H](C)CO)C(=O)c2ccccc2-c2ccccc2CO[C@@H]1CN(C)Cc1ccc(Oc2ccccc2)cc1	-0.096
O=C(C1CC1)N1CC(=O)N2[C@H](CO)[C@H](c3ccc(-c4cccnc4)cc3)[C@@H]2C1	0.98

Some of these compounds in order of the IDE exosite FP value, falling.
| smiles | IDE exosite FP |
| --- | --- |
| Cc1cccc(S(=O)(=O)N2CCCCN3[C@@H](CO)[C@H](c4ccc(C#CC(C)C)cc4)[C@@H]3C2)c1 | 4.3 |
| OC[C@H]1Nc2ccc(-c3cccc(F)c3)cc2[C@@H]2[C@H]1CCN2Cc1ccc(F)cc1 | 1.3 |
| O=C(C1CC1)N1CC(=O)N2[C@H](CO)[C@H](c3ccc(-c4cccnc4)cc3)[C@@H]2C1 | 0.98 |
| CNC(=O)C[C@H]1CC[C@@H]2[C@@H](COc3ccc(NS(=O)(=O)c4ccc(F)cc4)cc3C(=O)N2C)O1 | 0.09 |
| CCCC#Cc1ccc([C@H]2[C@@H](CO)N(C(=O)NC(C)C)[C@@H]2CNC(C)=O)cc1 | -0.16 |
| O=C(Cc1ccccn1)N1CC(=O)N2[C@H](CO)[C@@H](c3ccc(C#CCC4CCCC4)cc3)[C@H]2C1 | -1.4 |
| CN1C(=O)c2cc(NC(=O)c3cccc(Cl)c3)ccc2OC[C@@H]2O[C@@H](CC(=O)NC3CCCCC3)CC[C@H]21 | -2.9 |

Bioassay records: PubChem BioAssay, Broad Institute
